Screening data as filed in PubChem.
NCOA2 inhibitor = inhibits human steroid receptor coactivator 2 | inhibition, % at 9 µM | HEK293 GAL4-SRC2 luciferase reporter, luminescence | 370,000 compounds, 0.17% hits | Q15596;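 active = inhibition above the mean inhibition of all tested compounds plus 3 SD, set per campaign, cut at about 52% in these data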;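 also: 0% = DMSO treated cells and 100% = cells given Gossypol at 36 µM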
LMP1 NFkB inh = inhibitors of Epstein-Barr LMP1-induced NF-kappaB reporter | 350,000 compounds, 0.69% hits | LMP1-induced NF-kappaB luciferase reporter cells, luminescence | inhibition, % at 12.5 µM; in the data active = inhibition above about 41%;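 also: 0% = neutral control wells and 100% = reference inhibitor control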
SRC1 inh = inhibits human SRC1 coactivator; inhibition, % at 3.6 µM; 360,000 compounds, 0.12% hits; AID 588354; HEK293 GAL4-SRC1 luciferase reporter, luminescence;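 active = inhibition above the campaign mean plus 3 SD, with each screening campaign given its own cutoff, cut at about 60% in these data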;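 also: 0% = DMSO treated cells and 100% = gossypol at 36 µM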
TROY signal inh = blocks TROY-dependent signaling in reporter cells; Q293 LMP1-TROYcd NF-kB luciferase reporter, 4 h; inhibition, % at 10 µM; 360,000 compounds, 0.98% hits;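 active = compounds whose plate-normalised and pattern-corrected inhibition of the luciferase reporter signal at the single screening dose is 50% or more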
TLR9-MyD88 inh = inhibitors of human TLR9-MyD88 binding | inhibition, % at 4.98 µM | Q9NR96+Q99836 | 340,000 compounds, 0.21% hits | AID 504734 | CHO BLA complementation TLR9-MyD88, CCF4 FRET ratio;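 active = inhibition above the mean over all tested compounds plus 3 SD, cut at about 21% in these data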;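 also: 0% = DMSO only wells and 100% = clavulanate BLA inhibitor control wells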
C8 TRAIL sens = caspase-8 TRAIL sensitization; NB7+C8 cells + TRAIL, ATPlite viability luminescence; inhibition (viability loss, TRAIL sensitization), % at 10 µM; 360,000 compounds, 1% hits; AID 624354;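 active = compounds causing at least 50% loss of cell viability in the single-dose screen, relative to plate controls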
TWEAK Fn14 block = blocks TWEAK-Fn14 interaction in a reporter cell assay; TWEAK-stimulated Fn14 reporter cells, luciferase luminescence, 8 h; inhibition, % at 10 µM; 360,000 compounds, 2% hits; in the data active = inhibition above about 50%
NR5A2 inv ag = suppresses constitutive activity of human LRH-1. O00482. HEK293T StAR-luciferase reporter, LRH-1 transfected, 24 h. inhibition, % at 3.6 µM. 360,000 compounds, 0.13% hits. AID 602396;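 active = inhibition above the mean inhibition of all tested compounds plus 3 SD, cut at about 73% in these data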;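 also: 0% = DMSO wells and 100% = reporter-only cells lacking LRH-1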
NOD2 RIPK2 PPI = NOD2-RIPK2 protein interaction inhibition; CHO BLA complementation NOD2-RIPK2, CCF4 ratio; inhibition, % at 4.98 µM; 360,000 compounds, 0.38% hits; AID 624267; in the data active = inhibition above about 21%;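 also: 0% = vehicle only and 100% = reference blocker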
NR2F2 inh = NR2F2 (human) inhibition, primary screen. 370,000 compounds, 0.7% hits. inhibition, % at 8.6 µM. HEK293T NGFI-A luciferase reporter, luminescence;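 active = inhibition above a per-plate cutoff, mean inhibition of test wells between control levels plus 3 SD, cut at about 38% in these data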;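 also: cells cotransfected with COUP-TFII expression vector driving the NGFI-A reporter; 0% = median of COUP-TF2 test wells and 100% = reporter-only cells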
SRC3 inh = inhibits human SRC3 coactivator. Q9Y6Q9. HEK293 GAL4-SRC3 luciferase reporter, luminescence. inhibition, % at 3.6 µM. 360,000 compounds, 0.17% hits. AID 588352;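 active = inhibition above a per-campaign cutoff, the mean of all compounds plus 3 SD, cut at about 60% in these data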;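 also: 0% = DMSO-treated cells and 100% = gossypol-treated cells at 36 µM; higher means less SRC3-driven luciferase light from the GAL4 reporter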
Target sequence (Q9Y6Q9 whole entry, looked up, the tested form may be a part): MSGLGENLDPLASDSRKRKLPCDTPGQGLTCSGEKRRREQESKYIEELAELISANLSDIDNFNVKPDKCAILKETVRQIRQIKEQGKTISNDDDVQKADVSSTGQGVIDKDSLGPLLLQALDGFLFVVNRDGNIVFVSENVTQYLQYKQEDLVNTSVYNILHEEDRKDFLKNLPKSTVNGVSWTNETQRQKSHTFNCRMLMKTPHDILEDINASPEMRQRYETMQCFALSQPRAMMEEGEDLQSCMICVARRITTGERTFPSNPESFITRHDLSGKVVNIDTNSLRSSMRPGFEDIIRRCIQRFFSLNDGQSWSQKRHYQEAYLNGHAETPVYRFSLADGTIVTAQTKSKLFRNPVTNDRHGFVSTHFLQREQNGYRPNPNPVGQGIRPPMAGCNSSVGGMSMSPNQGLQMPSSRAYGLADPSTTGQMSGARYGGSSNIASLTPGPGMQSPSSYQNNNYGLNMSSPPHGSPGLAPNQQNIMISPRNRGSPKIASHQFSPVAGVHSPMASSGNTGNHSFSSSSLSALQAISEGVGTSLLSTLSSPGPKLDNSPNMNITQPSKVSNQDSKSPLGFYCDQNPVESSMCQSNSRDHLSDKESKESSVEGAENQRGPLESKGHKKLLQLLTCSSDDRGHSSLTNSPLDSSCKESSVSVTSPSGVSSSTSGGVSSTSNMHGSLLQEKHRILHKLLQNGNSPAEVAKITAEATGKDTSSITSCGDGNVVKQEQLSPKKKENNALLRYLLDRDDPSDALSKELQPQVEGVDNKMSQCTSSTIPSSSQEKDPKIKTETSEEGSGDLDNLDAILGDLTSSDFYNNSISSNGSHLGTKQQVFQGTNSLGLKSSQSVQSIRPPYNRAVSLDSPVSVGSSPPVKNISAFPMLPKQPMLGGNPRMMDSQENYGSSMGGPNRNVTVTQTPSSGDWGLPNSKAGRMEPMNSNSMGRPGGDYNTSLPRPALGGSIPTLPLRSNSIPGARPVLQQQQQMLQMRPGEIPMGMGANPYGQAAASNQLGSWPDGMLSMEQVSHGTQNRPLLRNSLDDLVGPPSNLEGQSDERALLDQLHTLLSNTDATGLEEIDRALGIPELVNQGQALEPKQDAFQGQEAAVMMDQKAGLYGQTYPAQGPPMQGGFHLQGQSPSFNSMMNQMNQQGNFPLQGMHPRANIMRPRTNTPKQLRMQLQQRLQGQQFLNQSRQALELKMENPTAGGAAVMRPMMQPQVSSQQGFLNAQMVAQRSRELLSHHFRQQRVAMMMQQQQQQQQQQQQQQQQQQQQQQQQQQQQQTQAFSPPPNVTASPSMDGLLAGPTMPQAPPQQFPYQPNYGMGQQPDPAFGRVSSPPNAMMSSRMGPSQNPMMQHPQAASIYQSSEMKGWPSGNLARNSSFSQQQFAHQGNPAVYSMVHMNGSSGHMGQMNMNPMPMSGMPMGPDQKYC
Starred values were filed as active, the others as inactive; · = no result given. An excerpt. The share of hits here may be higher or lower than overall.

SMILES	NCOA2 inhibitor	LMP1 NFkB inh	SRC1 inh	TROY signal inh	TLR9-MyD88 inh	C8 TRAIL sens	TWEAK Fn14 block	NR5A2 inv ag	NOD2 RIPK2 PPI	NR2F2 inh	SRC3 inh
CN(CC(=O)Nc1ccc(N2CCOCC2)cc1)Cc1c(O)ccc2ccccc12	-4.4	-1.5	8.8	50.1*	-6.7	3.6	34.2	-3.7	-3.9	9.8	14.9
Cc1ccc(-n2c(SCC(=O)N3c4ccccc4Sc4ccccc43)nnc2-c2ccncc2)cc1	0.4	15.5	15.1	14.6	8.3	-2.1	20.4	-5.9	-11.3	6.3	20.8
Nc1cc([N+](=O)[O-])ccc1N1C(=O)CCCC1=O	0.0	-2.2	-9.4	-6.8	-4.4	-14.9	24.3	2.4	-11.6	4.7	-10.1
COc1ccccc1-c1nc(=S)c(C(C)=O)c(C)[nH]1	11.2	·	10.3	-32.5	·	-18.9	5.3	0.5	-1.7	5.5	15.2
O=C(Cn1cnc2c(oc3ccccc32)c1=O)c1ccccc1	-48.5	-33.6	-127.2	-69.2	1.7	6.9	5.6	-79.9	0.1	-66.1	-61.0
CCOc1ccc(Br)cc1S(=O)(=O)N1CC(C)OC(C)C1 (centres undefined)	-12.0	3.0	-7.4	2.9	-9.2	1.4	5.5	8.7	-2.4	3.8	-2.4
COc1ccc(C)cc1S(=O)(=O)NC1CC1	5.2	11.8	6.3	-17.4	-4.4	7.2	-7.0	-12.3	-1.7	3.5	7.9
Cc1c(Cl)cccc1NC(=S)NCCc1ccc(C(F)(F)F)cc1	-17.8	12.4	-10.1	48.7	-0.8	-3.4	-21.8	-5.3	5.8	-5.6	12.1
Cc1ccc(S(=O)(=O)NC(=O)c2ccccc2F)cc1	-8.9	-0.2	-7.2	-14.9	-1.1	-1.6	14.8	-1.3	-10.5	5.1	10.7
CCNC(=S)N(CCO)Cc1cc2cc3c(cc2[nH]c1=O)OCO3	-13.4	4.3	-4.0	0.9	4.0	2.5	6.2	4.8	0.7	-16.0	1.7
O=C(Nc1ccccc1C(=O)Nc1ccccc1)c1ccccc1Br	-11.7	-0.3	-24.4	-12.2	-2.2	-4.0	-10.8	13.2	-1.8	7.4	13.8
CCN(C(=O)c1cnc(N2CCN(c3ncccn3)CC2)c2ccccc12)c1cccc(Cl)c1	33.0	16.3	-2.2	26.2	-1.9	5.9	65.7*	14.8	3.5	49.8*	-1.2
CC(=O)Nc1cccc(Oc2ccc3c(c2)C(=O)N(CCC(=O)O)C3=O)c1	3.5	-3.8	-30.4	·	-8.8	5.9	87.9*	-6.2	-18.7	-9.6	-19.0
C[C@@H]1CN([C@@H](C)CO)S(=O)(=O)c2ccc(/C=C/c3ccccc3)cc2O[C@@H]1CN(C)Cc1ccc(C(=O)O)cc1	23.0	54.8*	19.7	35.7	-20.6	-2.1	30.1	4.9	-4.8	18.0	8.6
Cc1cccc(Cl)c1NC(=O)N1CCCN(c2ncccc2[N+](=O)[O-])CC1	14.4	2.3	5.4	-23.4	7.6	10.1	-18.5	2.4	-1.9	10.8	19.1
Cc1ccc(S(=O)(=O)N2CCOCC2)cc1NC(=O)COC(=O)CNC(=O)c1ccccc1	-5.8	9.4	-4.7	13.3	8.8	-7.3	0.0	8.1	-1.2	-2.8	0.1
CC(=O)c1sc(NC(=O)CCN2C(=O)C3CC=CCC3C2=O)nc1-c1ccccc1 (centres undefined)	-11.0	5.0	4.2	-26.9	5.8	0.6	14.6	-3.8	2.9	8.5	26.0
COc1cc(SC)ccc1C(=O)Nc1nccs1	-26.4	2.0	-101.6	30.9	-2.5	80.5*	63.3*	-171.1	-1.9	-23.4	-88.3
C=CCn1c(SCC(=O)NCc2ccc3c(c2)OCO3)nc2scc(-c3ccccc3)c2c1=O	21.6	5.3	-8.8	10.1	3.7	27.4	-10.3	-8.8	-10.8	6.9	-17.1
S=C1NCN(Cc2ccco2)CN1Cc1ccco1	-6.8	-2.8	-3.0	12.5	-3.6	16.7	-0.3	2.4	-3.1	24.2	4.5
CCc1ccccc1N(CC(=O)NC1CCCCC1)C(=O)CCCC(=O)Nc1ccccn1	-13.0	-2.1	4.4	13.6	2.9	10.3	79.7*	-2.3	-3.3	-5.5	5.9
COc1cc(NC(=O)CS(=O)(=O)c2ccccc2)cc(OC)c1OC	1.5	-1.5	7.2	3.9	-9.2	-8.6	0.5	-10.1	1.0	-3.9	-8.0
N=c1sccn1CC(=O)Nc1ccccc1-c1ccccc1	-11.9	8.8	2.0	-5.7	-6.0	-9.5	4.9	-7.5	-8.2	8.5	5.3
Cn1c(CC(=O)Nc2ccccc2F)nnc1SCC(=O)NC1CCCC1	-12.7	-6.0	-0.6	-9.8	-8.2	4.3	30.5	5.2	4.3	-5.8	-4.5
CCOCCCNC(=O)c1cn(C)c(=O)c2cc(OC)c(OC)cc12	2.4	-12.3	-3.9	3.4	-10.5	9.7	-17.5	7.1	2.5	1.1	18.3

Compounds from the list above that have an aryl thioether with sulfur outside any ring (four):
SMILES	NCOA2 inhibitor	LMP1 NFkB inh	SRC1 inh	TROY signal inh	TLR9-MyD88 inh	C8 TRAIL sens	TWEAK Fn14 block	NR5A2 inv ag	NOD2 RIPK2 PPI	NR2F2 inh	SRC3 inh
Cc1ccc(-n2c(SCC(=O)N3c4ccccc4Sc4ccccc43)nnc2-c2ccncc2)cc1	0.4	15.5	15.1	14.6	8.3	-2.1	20.4	-5.9	-11.3	6.3	20.8
COc1cc(SC)ccc1C(=O)Nc1nccs1	-26.4	2.0	-101.6	30.9	-2.5	80.5*	63.3*	-171.1	-1.9	-23.4	-88.3
C=CCn1c(SCC(=O)NCc2ccc3c(c2)OCO3)nc2scc(-c3ccccc3)c2c1=O	21.6	5.3	-8.8	10.1	3.7	27.4	-10.3	-8.8	-10.8	6.9	-17.1
Cn1c(CC(=O)Nc2ccccc2F)nnc1SCC(=O)NC1CCCC1	-12.7	-6.0	-0.6	-9.8	-8.2	4.3	30.5	5.2	4.3	-5.8	-4.5

(listing goes on)
SMILES	NCOA2 inhibitor	LMP1 NFkB inh	SRC1 inh	TROY signal inh	TLR9-MyD88 inh	C8 TRAIL sens	TWEAK Fn14 block	NR5A2 inv ag	NOD2 RIPK2 PPI	NR2F2 inh	SRC3 inh
Cc1ccc(S(=O)(=O)N2C[C@@H](C)[C@]3(C2)[C@H](O)[C@H](OC(=O)NCc2ccccc2F)C[C@H]2C(=O)N(c4ccccc4)C(=O)[C@H]23)cc1	-6.8	-9.7	3.6	2.5	11.3	12.1	-1.1	-0.7	1.8	-12.0	-36.4
Oc1ccc(C[C@H]2CNC(=S)N2CC2CCCN2C[C@H](Cc2ccc(O)cc2)N2C[C@H](Cc3ccc(O)cc3)N(CC3CCCCC3)C2=S)cc1 (some centres undefined)	-10.8	-11.6	-9.6	44.9	-20.3	19.4	96.4*	-6.3	-1.9	15.1	8.8
CCOC(=O)CNC(=O)CSc1nc(N)cc(N)n1	1.2	-6.7	-15.9	0.4	-2.4	5.0	8.1	-2.0	2.8	-0.5	0.3
FC(F)(F)c1cccc(Nc2nc(N3CCCC3)nc(N3CCCC3)n2)c1	8.6	-0.6	14.6	7.6	-2.3	12.4	-26.8	2.1	-10.4	9.6	11.4
O=C(O)COc1ccccc1C1C2C(=O)N(c3ccc(F)cc3)C(=O)C2ON1c1ccccc1 (centres undefined)	-12.1	-7.9	-3.2	-43.7	-4.0	-7.8	1.7	8.5	-3.4	5.7	2.2
O=C(c1ccc(C(F)(F)F)cc1)N(CCCn1ccnc1)C(c1ccccn1)c1nc2ccccc2[nH]1 (centres undefined)	-16.0	·	-9.9	-6.0	·	-9.3	0.0	-7.0	-2.6	-5.6	-6.9
N#Cc1c(N)nc2c3c(sc(=N)c2c1N)NC(=O)CC3c1ccccc1 (centres undefined)	-51.3	9.1	-37.5	-12.7	-0.2	6.8	-22.1	19.2	-8.8	-18.3	-38.7
Cc1cccc(Nc2nn3c(=O)c4ccccc4nc3s2)c1	-73.6	-36.2	-69.1	-43.6	-10.6	17.9	5.0	-41.9	-9.1	-10.8	-61.6
COc1ccc(OCC(=O)NNC(=O)C2CCCO2)cc1 (centres undefined)	12.6	-5.2	-5.3	-0.6	-3.6	2.4	-14.1	0.3	-5.4	0.5	3.0
CCN(CC)CCCn1c2c(c(SCC(=O)Nc3ccc(F)c(F)c3)nc1=O)CCC2	-21.5	-12.7	-28.4	10.8	-6.5	-2.9	-5.9	-10.2	7.9	4.5	-16.1
CCn1cc(CCC(=O)NCc2ccc(F)cc2)c2ccccc21	-24.9	-3.4	6.6	-10.8	-9.7	-0.1	4.7	-6.4	-10.4	37.2	8.0
CC(=O)c1cccc(NS(=O)(=O)c2ccc(N/C=C\C(=O)c3ccc(F)cc3)cc2)c1	1.4	1.3	-1.5	-11.5	6.2	-1.5	0.4	-30.4	-5.2	10.8	-15.2
O=C(N/N=C/c1ccccc1)c1ccc(N2CCOCC2)c([N+](=O)[O-])c1	-31.3	4.9	-12.7	1.0	2.7	3.3	6.0	3.7	10.9	-1.7	19.8
COC(=O)Nc1nc2ccc(Br)cc2s1	-9.4	-24.1	-36.6	-42.0	-1.8	-10.9	-46.7	-29.4	-4.9	-8.6	-23.2
C/C(=N\NC(=O)c1c(Cl)c(C)nn1C)c1cccc(NC(=O)COc2ccccc2)c1	-63.9	-2.7	-52.4	-48.4	-3.4	19.2	-50.1	-69.4	-1.1	-44.2	-54.8
COc1ccc(/C=C/C=C2\NC(=S)NC2=O)cc1	-0.1	-13.3	-13.4	-15.0	4.4	14.2	-11.1	1.3	2.2	-17.6	6.2
C/C(=C\C(=O)c1ccccc1)Nc1ccc(Cl)c(Br)c1	-1.4	-10.5	10.5	-13.0	10.4	2.9	-0.2	9.7	-7.1	-13.5	2.1
CCCCN1C(=O)C(NC(=O)c2cccnc2)(C(F)(F)F)C2=C1CC(C)(C)CC2=O (centres undefined)	-1.5	-11.5	13.8	-2.2	0.7	-17.6	-6.2	6.6	-10.0	12.6	8.5
COc1ccccc1NC(=O)c1ccc(-n2cccn2)nc1	-16.9	8.3	-8.5	2.0	3.0	3.0	-3.8	-2.1	-3.4	1.3	15.8
COc1ccc(Nc2nc(N)c([N+](=O)[O-])c(N3CCN(C)CC3)n2)cc1	-9.2	-1.3	-3.3	6.8	-2.0	-2.1	-9.7	16.2	-0.4	-8.3	-4.3
O=C1C2C3C=CC([C@@H]2C(=O)N1C1CC1)[C@H]1C(=O)N(C2CC2)C(=O)C31 (some centres undefined)	0.8	2.5	-4.4	-16.2	-0.5	9.1	-0.9	26.1	-1.8	-2.7	21.8
O=S(=O)(Nc1nc2ccccc2nc1NCC1CCCO1)c1cc(Cl)ccc1Cl (centres undefined)	-1.6	-22.1	-19.2	29.5	-1.8	11.6	5.8	-0.4	2.4	-0.6	12.4
COc1cc([N+](=O)[O-])ccc1NC(=O)Nc1nc2c(s1)CCCC2	-19.3	-12.3	6.0	17.4	5.2	1.1	22.2	1.1	6.9	-8.6	3.6
COc1ncccc1-c1nnn(-c2ccc(C)cc2)n1	-39.1	-15.2	-91.0	-45.7	-2.5	38.1	-6.4	-77.7	-7.6	-66.3	-118.9
CCOC(=O)c1sc(NC(=O)CCCn2nc([N+](=O)[O-])cc2C)c(C(=O)OCC)c1C	-12.0	13.4	-3.2	-9.3	4.3	-16.1	-2.4	-40.5	-9.4	9.2	5.9
N#Cc1ccc(-c2nc3ccc(Br)cn3c2Cc2ccsc2)cc1	-36.8	·	-9.4	-24.4	·	6.8	-31.9	-6.2	-12.6	2.9	-6.4
